# Screening data as filed in PubChem.
# PI4K2A block: qHTS for small molecular inhibitors of PI4K2A. Phosphatidylinositol 4-kinase type 2-alpha (Homo sapiens), Q9BTU6. activity change, negative = inhibition, % at 76.9 µM. purified PI4K2A, ADP-Glo luminescence, 1 h; hits give low values. hit rate 0.13% among 420,000; in the data active = activity change below about -50%; inconclusive = mostly about -30% to -49%;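 note: -100% = wells without enzyme as full effect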
# Target sequence (Q9BTU6 whole entry, looked up): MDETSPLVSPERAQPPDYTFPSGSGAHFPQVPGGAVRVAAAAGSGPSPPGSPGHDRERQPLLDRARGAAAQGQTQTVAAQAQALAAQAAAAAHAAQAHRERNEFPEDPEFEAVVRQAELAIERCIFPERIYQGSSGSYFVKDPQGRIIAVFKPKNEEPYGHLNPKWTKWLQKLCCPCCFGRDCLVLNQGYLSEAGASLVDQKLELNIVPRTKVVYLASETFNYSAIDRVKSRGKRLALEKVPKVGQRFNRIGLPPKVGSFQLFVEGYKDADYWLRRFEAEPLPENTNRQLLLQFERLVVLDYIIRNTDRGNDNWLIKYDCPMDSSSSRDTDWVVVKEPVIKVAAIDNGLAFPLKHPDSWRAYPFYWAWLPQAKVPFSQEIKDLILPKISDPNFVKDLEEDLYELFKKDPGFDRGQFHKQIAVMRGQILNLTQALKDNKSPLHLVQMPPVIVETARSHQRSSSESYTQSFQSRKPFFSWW
#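 Compounds are screened against recombinant PI4K2A using PI as substrate and ATP, the latter dispensed at 300 microM. Reactions run one hour at ambient temperature before ADP-Glo detection; full inhibition defined by wells lacking enzyme.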
# GLS inh: qHTS for Inhibitors of Glutaminase (GLS); hit rate 0.21% among 410,000; AID 624170, 2012; Potency, µM (series often up to 45.5 µM), inactives show at the top dose activity change, negative = inhibition, usual class: inhibitors; GLS enzymatic activity, qHTS titration; Glutaminase kidney isoform, mitochondrial (Homo sapiens), O94925; active = well fitted inhibition curve with a large enough effect; inconclusive = small, poorly fitted or top-dose-only effect, or another doubt; inactive = no such curve, though single readings can be large or run the other way; note: potency is the fitted concentration of half-maximal effect
#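 Two-point fluorescence kinetic (t0, 30 min RT) for hKGA; glutamate detected via glutamate oxidase–HRP–Amplex Red. Substrate: 1 mM L-glutamine solution; buffer 45 mM KH2PO4, pH 8.2.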
# * marks the source's active call; other numbers are inactive results; ? = inconclusive; & = joins results of further samples. Unless noted, % is set by controls: 0 for no effect and ±100 for the full control effect.
SMILES,PI4K2A block,GLS inh
CCOC(=O)C1=CCN(S(=O)(=O)c2ccc(C)cc2)C1c1ccccc1F (centres undefined),1.3,15.0%
CCCCNC(=O)C1(C)CCN1Cc1ccc(C#N)cc1 (centres undefined),2.3,-17.7%
COc1ccc(CNC(=O)CC[C@H]2O[C@@H](n3cc(C)c(=O)[nH]c3=O)C[C@@H]2O)cc1,-2.3,-6.0%
COc1ccc(-c2nc3cc(C)c(Br)c(C)n3c2Cc2ccccc2C(F)(F)F)cc1OC,-13.9,-6.3%
CC(C)Oc1ccc(CN2CCC2(C)C(=O)NCc2cccc3ccccc23)cc1 (centres undefined),-0.4,-1.6%
C[C@@H]1CCCCO[C@H](CN(C)C(=O)Nc2ccc(C(F)(F)F)cc2)[C@@H](C)CN([C@H](C)CO)C(=O)c2cc(NC(=O)Nc3ccc4c(c3)OCO4)ccc2O1,-0.7,-1.0%
NC(=Nc1c([N+](=O)[O-])cnc2ccccc12)N1CCOCC1,-1.3,7.1%
CNc1cccc(-c2c(OC)cccc2OC)n1,-1.3,6.5%
COc1cc(CNC(=O)Nc2nnc([C@H]3C[C@H](O)[C@@H](CO)O3)s2)cc(OC)c1OC,2.0,-1.3%
Cn1c(=O)cc(OCCCC(=O)Nc2cccc(Cl)c2)c2ccccc21,-2.6,-12.7%
O=C(NC1CCCCC1)C1c2ccccc2OCC(=O)N1Cc1ccccn1 (centres undefined),1.2,0.0%
CC(=O)C1=CCC(c2ccc(C)cc2)N(S(=O)(=O)c2ccc(C)cc2)C1 (centres undefined),-4.3,3.1%
CC(C)C[C@@H](CN1CCCC1CN1C(=S)NC[C@@H]1Cc1ccccc1)N1C[C@H](Cc2ccccc2)N(CC2CCCCC2)C1=S (some centres undefined),-2.5,1.3%
CC(N)c1csc(Nc2nncc3ccccc23)n1 (centres undefined),0.7,7.4%
CN(C)CCNC(=O)C1(C)Cc2c(-c3cccc(C(F)(F)F)c3)ccnc2O1 (centres undefined),-1.9,5.5%
Clc1ccc2nc(C3CCCCC3)c(Cc3ccccc3)n2c1,-9.6,8.6%
COc1cccc(CNC(=O)[C@@H]2CCCN2C(=O)[C@@H]2CCCN2C(=O)c2cccs2)c1,1.0,9.4%
COC(=O)[C@]12CCCCC=C1N(Cc1cccc3ccccc13)C(=O)[C@H](CC(=O)N1CCOCC1)C2,7.9,3.0%
CC1(Cc2ccc(Cl)cc2)C(=O)Nc2ccc(-c3ccc(F)c(Cl)c3)cc21 (centres undefined),4.1,3.7%
CC1(C(=O)NCC2CCCCC2)CCN1CCc1ccccc1 (centres undefined),-0.4,2.4%
CC(=O)c1cccc(NC(=O)c2cccc3c(-c4cnn(C)c4)coc23)c1,-0.7,5.3%
COc1ccc(CC(N)c2csc(NC(=O)Nc3cccc(C(F)(F)F)c3)n2)cc1 (centres undefined),-1.2,12.9%
CN1CCC(N2CCN(C3CN(C4CCCCC4)S(=O)(=O)C3)CC2)CC1 (centres undefined),-0.6,-6.6%
O=C(CC[C@H]1O[C@@H](n2cnc3c(NC(=O)c4ccccc4)ncnc32)[C@H](O)[C@@H]1O)NCCCN1CCOCC1,-0.6,0.9%
CC1(C(=O)Nc2ccccc2)Cc2c(-c3cccc(C(F)(F)F)c3)ccnc2O1 (centres undefined),1.9,-11.0%
O=C(c1ccco1)N1CCN(C2CN(CCc3ccccc3)S(=O)(=O)C2)CC1 (centres undefined),-1.3,-3.5%
Oc1cccc(-c2sc3ccccc3c2-c2ccc(OCCN3CCCCC3)cc2)c1,-2.6,28.5%
CC(C)n1c(=O)c2ccccc2n1C(=O)c1ccccc1,3.1,12.8%
Cc1ccccc1S(=O)(=O)NC(=O)C1(C)CCN1C(=O)C1CCCCC1 (centres undefined),1.5,4.7%
Cn1c(=O)c2cc(NC(=O)Cc3ccccc3F)ccc2n1C/C=C/c1ccccc1,-2.0,-0.3%
O=C1CCCC[C@@H](O)[C@H](O)C[C@H](c2ccccc2)O1,-1.4,-12.4%
COc1cc(C(O)c2nc(-c3ccccc3)cs2)ccc1F (centres undefined),3.7,-0.5%
CC(=O)Nc1ccc(C(=O)N2CCCCC2c2cc(C(=O)NCc3cccnc3)no2)cc1 (centres undefined),2.0,1.6%
C[C@H](c1ccccc1)N1C[C@@H](COCc2ccccc2)Oc2cc(N3CC[C@H](O)C3)ccc2S1(=O)=O,1.7,8.9%
Cc1ccc(S(=O)(=O)N2C[C@@]3(O)Cn4c(=O)ccc(=O)n4C[C@@]3(OC(=O)NCc3ccccc3F)C2)cc1,-3.8,-6.0%
Nc1nc2c(ncn2[C@@H]2O[C@H](CNS(=O)(=O)N3CCc4ccccc4C3)[C@@H](O)[C@H]2O)c(=O)[nH]1,-0.4,?
COc1ccccc1CNc1nc(NCc2cccc(OC)c2OC)c2sccc2n1,-3.4,0.1%
CC(=NOC(=O)C1CCCCC1)c1nccs1,1.7,1.8%
CCOC(=O)[C@]12Cc3c(cc(OC)c(OC)c3OC)[C@H]1N(Cc1ccccc1)C(=O)c1cc(OC)ccc12,16.0,?
CN(Cc1ccccc1)C(=O)c1ccc2sc([C@H]3C[C@H](O)[C@@H](CO)O3)nc2c1,-7.9,1.1%

# Rewritten as tab-separated lines: part of the list above.
compound	PI4K2A block	GLS inh
CN1CCC(N2CCN(C3CN(C4CCCCC4)S(=O)(=O)C3)CC2)CC1 (centres undefined)	-0.6	-6.6%
COc1ccccc1CNc1nc(NCc2cccc(OC)c2OC)c2sccc2n1	-3.4	0.1%
CC(=O)Nc1ccc(C(=O)N2CCCCC2c2cc(C(=O)NCc3cccnc3)no2)cc1 (centres undefined)	2.0	1.6%

# Next section
SMILES,PI4K2A block,GLS inh
CCCCCCCCN1C(=O)[C@H](CC(=O)N2CCN(C(=O)OCC)CC2)C[C@@]2(C(=O)OC)CCCCC=C12,9.6,-17.4%
CCCCNc1nc(NCc2ccccc2)nc2ccccc12,0.0,-6.7%
OC[C@@H]1CN(Cc2ccco2)C[C@H](n2cnc3c(NC4CC4)ncnc32)O1,-2.1,3.1%
O=c1ccn([C@@H]2O[C@H](CNCc3cccn3-c3ccncc3)[C@@H](O)[C@H]2O)c(=O)[nH]1,-3.9,0.3%
CC1(C(=O)NS(=O)(=O)c2ccccc2Cl)CCN1C(=O)CC1CC1 (centres undefined),2.7,1.9%
C=Cc1ccc(CC2(C)C(=O)Nc3ccc(-c4cccnc4)cc32)cc1 (centres undefined),-4.3,1.7%
COc1ccc(NC(=O)c2cc(C3CCCCN3S(=O)(=O)c3ccccc3)on2)c(C)c1 (centres undefined),-1.8,4.5%
Fc1ccc(-c2nc3c(Cl)cc(C(F)(F)F)cn3c2Cc2ccccc2)cc1,1.2,-23.3%
CCCCNC(=O)C[C@@H]1C[C@@]2(C(=O)OCC)CCCC=C2N(Cc2ccc3c(c2)OCO3)C1=O,11.3,1.1%
O=C(Nc1ccc(F)c(Cl)c1)c1cc(C2CCCN(C(=O)c3cccs3)C2)on1 (centres undefined),-5.7,3.0%
COc1cccc(-c2cnc(C(O)c3cccc(OC)c3)[nH]2)c1 (centres undefined),4.4,1.1%
O=C1NC[C@H](Cc2ccccc2)N(C[C@@H]2CCCN2C[C@H](Cc2ccccc2)N2C[C@H](Cc3ccc(O)cc3)N(CCc3ccccc3)C(=O)C2=O)C1=O,8.2,-14.2%
CC(C)Oc1cc(F)ccc1-c1cc(C(=O)Nc2ccc(F)cc2)[nH]n1,-4.4,8.1%
COC(=O)[C@H](Cc1ccccc1)NC(=O)CC[C@H]1O[C@@H](n2ccc(=O)[nH]c2=O)[C@H](O)[C@@H]1O,0.8,-1.7%
COC(=O)c1ccccc1OCc1cc(=O)oc2ccc(C)cc12,4.2,0.7%
CN(C)CCCNc1nc2cc(-c3ccc(F)cc3)sc2c(=O)n1C,-1.1,-4.0%
CC(C)NC(=O)C1(C)CCN1C(=O)c1ccc2c(c1)OCO2 (centres undefined),-3.9,2.5%
CCOC(=O)C1(C)CCCN1C(=O)c1snnc1C (centres undefined),-1.1,-0.3%
CC(C)c1ccc(C(=O)N2CCCC(c3cc(C(=O)NCc4ccccc4)no3)C2)cc1 (centres undefined),3.4,1.6%
O=S1(=O)CC(N2CCN(Cc3ccccc3F)CC2)CN1Cc1cn(Cc2cccc(Cl)c2)nn1 (centres undefined),-2.9,3.8%
CCCc1nc2cc(C)c(Br)c(C)n2c1Cc1ccc(OC)cc1C,1.1,0.7%
NC(Cc1cnc[nH]1)c1csc(Nc2ccc(C(F)(F)F)cn2)n1 (centres undefined),-2.6,-3.8%
O=CNc1cc(-c2cccc(F)c2)cn2c(-c3ccc(F)c(Cl)c3)cnc12,-0.2,-10.9%
COc1ccc(-c2csc(C(C)(NC(C)=O)c3ccc(OC)cc3)n2)cc1 (centres undefined),1.5,2.9%
CC(=O)c1cccc(Nc2ccc(Br)cc2)c1,-1.2,-13.8%
COCCNc1nc(Oc2cncc(Cl)c2)c2sccc2n1,-2.0,7.6%
CC(=O)Nc1cncc(-c2cccc(C(=O)NCCN(C)C)c2)n1,-3.0,6.1%
CN(C)c1ncnc2c1ncn2[C@H]1CN(Cc2cccnc2)C[C@@H](CO)O1,-1.6,1.5%
Cc1ccc(S(=O)(=O)NC(=O)C2(C)CCN2C(=O)c2ccccc2)cc1 (centres undefined),-1.4,-10.2%
COc1ccccc1Cn1c(C)c(C(=O)NCc2ccc3c(c2)OCCO3)sc1=O,2.4,-14.3%
CN1OC[C@@H]2CN(C(=O)c3cccc4ccccc34)[C@H](c3ccc(N4CCCCC4)cc3)C[C@@H]21,1.8,22.2%
CCCNC(=O)C1(C)CCN(CCS(=O)(=O)c2ccc(C)cc2)C1 (centres undefined),2.5,0.6%
CCc1nc2c(OCCC3CCCCC3)cccn2c1N(C=O)Cc1ccc(OC)cc1,-0.9,2.0%
CC(=O)NC(c1cccc(F)c1)c1nc(-c2cc(F)cc(Cl)c2)cs1 (centres undefined),3.3,6.2%
COC(=O)[C@@]1(Cc2ccc(OC)cc2)[C@H]2c3cc(C(=O)N4CCCC4)n(CCN4CCOCC4)c3C[C@H]2CN1C(=O)c1ccccc1,2.2,-24.8%
CN1CCN(c2ccc(-c3cc(NC=O)c4ncc(-c5ccccc5)n4c3)cc2)CC1,-2.7,21.7%
O=C(Nc1nnc([C@@H]2C[C@H](O)[C@@H](CO)O2)s1)Nc1ccccc1F,-2.2,-1.1%
Nc1nc2ccc(Cl)cc2cc1C(=O)NCc1ccc(Oc2ccccc2)cc1,1.0,-5.6%
CC(C)C(=O)N1CCCC1(C)C(=O)NCc1ccccn1 (centres undefined),1.4,-0.5%
CCCCCCCCN1C(=O)[C@H](CC(=O)NCc2cccc(C(F)(F)F)c2)C[C@@]2(C(=O)OCC)CCCC=C12,-1.1,-1.9%

# Retrieved one by one from the list above (two):
SMILES,PI4K2A block,GLS inh
CC(=O)Nc1cncc(-c2cccc(C(=O)NCCN(C)C)c2)n1,-3.0,6.1%
CC(=O)c1cccc(Nc2ccc(Br)cc2)c1,-1.2,-13.8%

# Next entries follow:
SMILES,PI4K2A block,GLS inh
CCc1nc2c(OCCOC)cccn2c1N(C)C(=O)Nc1ccccc1OC,-1.1,1.7%
Cc1ccc(S(=O)(=O)N(C)c2ccc3c(c2)C(=O)c2ccccc2-3)cc1,-1.8,-11.6%
CC1(C(=O)NS(=O)(=O)C2CC2)CCN(C(=O)COCc2ccccc2)C1 (centres undefined),2.9,5.5%
CN(C)CCCNC(=O)c1cccc(-c2cnc3cccnn23)c1,-8.3,-1.3%
COc1ccc([C@H]2CC(=O)C[C@@H](CCn3ccnn3)O2)cc1,-0.6,6.9%
Cc1ccc(F)cc1C(=O)N1CCCCC1c1cc(C(=O)Nc2ccc(F)c(Cl)c2)no1 (centres undefined),2.4,2.2%
CC(=O)NC(C)(c1ccccc1)c1nc(-c2ccc(F)c(Cl)c2)cs1 (centres undefined),3.5,0.6%
CSc1ccc(Cn2c(C)c(C(=O)NCc3ccc4c(c3)OCCO4)sc2=O)cc1,7.4,-19.1%
c1cnc2ccc(-n3ccnc3)cc2c1,-2.4,5.7%
COC(=O)c1ccc(Cn2c(C)c(C(=O)NCc3ccc(C#N)cc3)sc2=O)o1,-1.2,-20.7%
Nc1ncnc2c1ncn2C1OC(CO)C2OC21 (centres undefined),-7.3,0.3%
CC(N)c1csc(Nc2ccc(C(=O)NCCCO)cn2)n1 (centres undefined),0.8,-7.6%
CC1(C)OC[C@@H](COC(=O)CCc2ccc(OC[C@@H](O)CNCCNC(=O)N3CCOCC3)cc2)O1,2.5,-1.5%&3.7%
Cc1ccccc1-c1cnc(C(O)c2c(C)ccc3ccccc23)[nH]1 (centres undefined),6.1,0.7%
CC(CC(=O)Nc1ccc2c(c1)c(=O)n(C)n2Cc1ccc(Cl)cc1)C(F)(F)F (centres undefined),-3.8,3.4%
CCCCn1nnnc1C(CCc1ccccc1)N1CCN(C/C=C/c2ccccc2)CC1 (centres undefined),0.8,3.7%

# Entries of single compounds, quoted from the list.
# Shown for `CC(=O)NC(C)(c1ccccc1)c1nc(-c2ccc(F)c(Cl)c2)cs1` (centres undefined) = PI4K2A block = 3.5; GLS inh = 0.6%
# Shown for `CN(C)CCCNC(=O)c1cccc(-c2cnc3cccnn23)c1` = PI4K2A block = -8.3; GLS inh = -1.3%

# An excerpt. The share of hits here may be higher or lower than overall.
